WRN inhibitor: blocks human WRN helicase. Q14191. WRN helicase unwinding, fluorescent forked duplex, kinetic. Potency, µM (doses to about 114 µM), for inactives: at the top dose activity change, negative = inhibition, hits mostly inhibitors. actives 0.46% (n = 360,000); also: potency is read from the fitted curve at half-maximal effect; % is scaled to controls: 0 for no effect and ±100 for the full control effect; nearly all actives have a fitted effect of over 55% in size
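Fluorescence dequenching readout, ex 525 nm/em 598 nm, kinetic mode: forked duplex DNA (100 nM final) with adjacent fluorophore and quencher unwound by WRN (20 nM final) with 2 mM ATP. Compound preincubation 15 min, room temperature.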
GLP1R inv ag: GLP-1 receptor (human) inverse agonism; P43220; HEK293 GLP-1R CRE-luciferase, luminescence, 24 h; GLP-1R form is constitutively active; Potency, µM (series often up to 38.3 µM), without a hit: top-dose activity change, negative = inhibition, most hits filed as inhibitors; actives 1.6% (n = 410,000); also: potency is read from the fitted curve at half-maximal effect; % is scaled to controls: 0 for no effect and ±100 for the full control effect; nearly all actives have a fitted effect of over 55% in size
Target sequence (P43220 whole entry, looked up): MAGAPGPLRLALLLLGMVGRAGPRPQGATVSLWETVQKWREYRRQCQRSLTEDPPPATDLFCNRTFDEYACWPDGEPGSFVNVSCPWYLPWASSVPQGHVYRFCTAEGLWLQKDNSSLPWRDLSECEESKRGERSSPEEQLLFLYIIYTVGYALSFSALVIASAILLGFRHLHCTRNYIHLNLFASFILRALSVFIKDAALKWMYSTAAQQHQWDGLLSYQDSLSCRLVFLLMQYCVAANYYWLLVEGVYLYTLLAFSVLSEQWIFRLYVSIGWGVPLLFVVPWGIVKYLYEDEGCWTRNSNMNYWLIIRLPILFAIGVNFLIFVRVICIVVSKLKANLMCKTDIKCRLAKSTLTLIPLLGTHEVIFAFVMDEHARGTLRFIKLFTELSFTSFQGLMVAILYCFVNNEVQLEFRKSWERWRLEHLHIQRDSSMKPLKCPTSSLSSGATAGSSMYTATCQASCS
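HEK293 cells stably co-expressing a cAMP-responsive luciferase reporter and constitutively active GLP-1R were seeded, incubated 12 h, then exposed to compounds for 24 h at 37 C. Luminescence was read 12 min after detection reagent; inverse agonists lower signal.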
D3 ag: D3 dopamine receptor (human) agonism | P35462 | D3R DiscoveRx beta-arrestin cells, luminescence, 90 min | max activation, % | actives 0.58% (n = 410,000); in the data active = max activation above about 30%; also: 0% is about no effect; mostly tested at two doses, the higher about 12 µM
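Agonist-mode cell screen: cells plated at 1500/well and incubated overnight at 37 °C, then exposed to library compounds for 90 min at 37 °C. Detection reagent was added for 30–60 min at room temperature, and luminescence was read.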
PI5P4Ka inh: PI5P4K alpha (human) kinase inhibition. P48426. max response, %. actives 1.2% (n = 330,000). PI5P4Kalpha enzyme, ADP-Glo luminescence, 60 min; hits give low values; active = max response of -50% or lower; inconclusive = between -30% and -50%; inactive = -30% or higher; also: value at the top dose of about 77 µM; % is scaled to controls: 0 for no effect and ±100 for the full control effect
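Single end-point luminescence (ADP-Glo) quantified ADP from PI5P4Kalpha turnover; ATP 5 microM final, 1 h at RT, 0.1% CHAPS and 0.28 mM EGTA in HEPES pH 7.4.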
GLP1R cytotox: cytotoxicity in counter-screen for GLP-1R inverse agonists | Potency, µM (series often up to 38.3 µM), inactives show top-dose activity change, negative = inhibition, most hits filed as inhibitors | HEK293 cAMP-luciferase reporter cells, luminescence, 24 h | actives 0.13% (n = 410,000);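 also: loss of luciferase light is scored as toxicity; potency is read from the fitted curve at half-maximal effect; % is scaled to controls: 0 for no effect and ±100 for the full control effect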
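A 23 nL compound transfer followed 12 hours of cell culture at 37 deg C; exposure then lasted 24 hr. Luciferase assay detection reagent was dispensed and plates read for luminescence after a 12 min room-temperature wait.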
PLK1 PBD block: PLK1 (human) polo-box domain binding inhibition; Potency, µM, for inactives: max response, negative = inhibition, actives largely listed as inhibitors; actives 2.8% (n = 360,000); Plk1 PBD binding of FITC phosphopeptide, fluorescence polarization; P53350; also: potency is read from the fitted curve at half-maximal effect; series mostly up to about 57 µM; % is scaled to controls: 0 for no effect and ±100 for the full control effect; nearly all actives have a fitted effect of over 65% in size
Target sequence (P53350 whole entry, looked up, the tested form may be a part): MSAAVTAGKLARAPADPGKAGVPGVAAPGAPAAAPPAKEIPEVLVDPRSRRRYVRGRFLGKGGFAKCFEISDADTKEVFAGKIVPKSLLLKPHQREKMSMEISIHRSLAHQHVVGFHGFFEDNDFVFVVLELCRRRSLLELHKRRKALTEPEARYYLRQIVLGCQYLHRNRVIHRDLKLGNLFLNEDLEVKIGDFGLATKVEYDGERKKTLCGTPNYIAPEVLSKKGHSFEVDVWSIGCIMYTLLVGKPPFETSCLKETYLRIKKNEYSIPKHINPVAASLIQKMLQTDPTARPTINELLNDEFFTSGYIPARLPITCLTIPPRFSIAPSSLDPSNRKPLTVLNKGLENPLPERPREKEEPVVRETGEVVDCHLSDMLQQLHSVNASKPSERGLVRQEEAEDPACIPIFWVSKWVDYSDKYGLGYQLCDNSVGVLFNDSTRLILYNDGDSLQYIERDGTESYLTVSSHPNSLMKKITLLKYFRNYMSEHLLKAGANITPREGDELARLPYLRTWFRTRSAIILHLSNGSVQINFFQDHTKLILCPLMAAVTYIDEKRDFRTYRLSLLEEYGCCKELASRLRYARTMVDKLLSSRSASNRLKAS
IL2 activator: activators of IL-2; IL-2 activation reporter assay, cell-based qHTS; stimulated with anti-CD3/CD4/CD28 beads; in transgenic mouse T cells; AID 652025; activation, % (series mostly up to about 46 µM); actives 0.065% (n = 360,000); in the data active = activation above about 50%; inconclusive = mostly about 30% to 49%; also: 0% is about no effect
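Readout: EGFP and DsRed signals by fluorescent plate cytometry. Unstimulated transgenic mouse T cells received compound 60 min before antibody-bead stimulation, then incubated 18 h at 37 degrees C.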
GLP-1R agonist: activates the human GLP-1 receptor; actives 0.007% (n = 380,000); AID 624172; HEK293 GLP-1R CRE-luciferase, luminescence, 4-6 h; cells express a hypersensitive GLP-1R form; Potency, µM (doses to about 45.6 µM), for inactives: at the highest dose activation, most hits filed as activators; also: potency is read from the fitted curve at half-maximal effect; % of control where 0% means no effect
D3 antag: blocks the human D3 dopamine receptor. max response, negative = inhibition, %. D3R cells, DiscoveRx beta-arrestin luminescence, antagonist mode; hits give low values. actives 2.5% (n = 360,000); in the data active = max response below about -50%; inconclusive = no clear call, values can overlap the other calls; also: % is scaled to controls: 0 for no effect and ±100 for the full control effect; mostly tested at two doses, the higher about 12 µM
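Cells plated overnight at 1500 cells/well, then exposed to library compounds with dopamine controls for 90 minutes at 37 degrees C. DiscoveRx reagent added for 30–60 minutes at room temperature; luminescence read, quantitative HTS format.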
The depositor's hits bear a star; ? = inconclusive; · = no result given; [ ] = remark or other dose. Unless noted, calls follow the shape of the dose curve; as a rule, active = well fitted curve in the direction sought with a large enough effect; inconclusive = small, poorly fitted or top-dose-only effect, or another doubt; inactive = no such curve, though single readings can be large; an effect the other way counts as inactive or inconclusive.

SMILES | WRN inhibitor | GLP1R inv ag | D3 ag | PI5P4Ka inh | GLP1R cytotox | PLK1 PBD block | IL2 activator | GLP-1R agonist | D3 antag
O=C(NC1CCCC1)c1ccc2nc[nH]c2c1 | 6% | 4% | 5 | 0 | -7% | -2% | -0.4 | 0% | 2
NNC(=O)CNC(=O)C12CC3CC(CC(C3)C1)C2 | 6% | 14% | 7 | 2 | 13% | -6% | 6.2 | 2% | 4
Cc1nc(C(=O)O)nn1-c1cc(Cl)ccc1Cl | 6% | 14% | 2 | -1 | 5% | -6% | -1.6 | -1% | -6
CCOC(=O)N1CCN(C(=O)C2CC(=O)N(c3ccc(OC)cc3)C2c2ccc(OC)cc2)CC1 (configuration not stated) | 12% | -21% | 2 | -4 | -23% | -14% | -1.9 | -8% | 5
COc1cc(NC(=O)c2ccc(-c3cnn(C)c3)c3ccoc23)cc(OC)c1OC | 21% | 17% | 5 | 5 | 7% | -11% | 0.0 | 12% | 45
C/C(N)=C(/C#N)C(=O)CSc1nc2ccccc2c(=O)n1-c1ccccc1C | -15% | 54%[activator] | 1 | 3 | 1% | -5% | -2.4 | 27% | 7
Cc1ccc(CNC(=O)CNS(=O)(=O)c2ccc3c(c2)C(C)(C)C(=O)N3C)cc1 | -7% | -2% | 4 | 0 | -14% | -9% | -2.0 | 4% | 10
CCCCCCCCCCCCC(=O)CCCCC(=O)O | -6% | -5% | 4 | 13 | 2% | ? | -1.6 | -5% | 5
O=C(NC1CCN(Cc2ccccc2)CC1)c1ccccc1NS(=O)(=O)c1ccc(F)c(F)c1 | 4% | ? | -17 | -5 | -26% | 1% | -0.1 | 4% | -1
CN(C)c1ccc(C(=O)c2ccc(N(C)C)c3ccccc23)cc1 | -5% | -86% | -9 | 14 | -28% | -3% | 0.3 | ? | 15
CC(=O)Nc1ccc(S(=O)(=O)NC(C(=O)O)C(C)C)cc1 (configuration not stated) | -11% | 15% | 28 | · | 9% | -9% | -1.4 | -6% | -10
CCCC(=O)NCC(c1cccs1)S(=O)(=O)c1ccc(C)cc1 (configuration not stated) | 13% | -11% | -11 | -5 | 0% | -14% | -3.3 | 1% | -23
CC1(C)CC2(CCO1)C(Nc1ccccc1)=NC(=S)N2CC(N)=O (configuration not stated) | -3% | 4% | 0 | -3 | 3% | -3% | -0.5 | 2% | 16
Cn1cnc(CCNC(=O)C[C@H]2CC[C@@H]3[C@H](COC[C@H](O)CN3C(=O)C3CCCC3)O2)c1 | 0% | 4% | -5 | -1 | 1% | -9% | 2.4 | · | 17
CCOC(=O)c1c(S(=O)(=O)NCc2ccc(OC)cc2)c(C)n(C)c1C | -1% | -2% | 5 | 6 | -5% | -5% | 0.8 | 8% | -9
O=C(O)c1ccc(SCc2ccccc2)nc1 | -1% | 19% | 4 | ? | 9% | -2% | -3.3 | 2% | -17
O=C(CSc1ncn(-c2ccccc2)n1)Nc1nccs1 | ? | 0% | 3 | 0 | 1% | -3% | 2.9 | 13% | 30
Cc1ccc(NC(=O)CN2CCCC2)cc1 | 3% | -2% | -13 | 0 | 2% | -9% | -0.4 | -2% | -8
COc1ccc(N(CC(=O)Nc2cccc(C(C)=O)c2)S(=O)(=O)c2ccc(NC(C)=O)cc2)cc1 | -2% | -15% | -12 | -6 | -29% | -5% | 0.8 | 3% | 3
N/C(=N\OC(=O)CCCc1ccccc1)c1ccc(Br)cc1 | -6% | ? | -1 | 18 | 11% | -7% | -0.1 | -2% | -2
CC1CCN(C(=O)CSc2nc3[nH]ncc3c(=O)[nH]2)CC1 | 0% | 20% | -10 | 0 | -17% | -11% | -2.1 | 3% | -11
Cn1c(-c2nonc2N)nc2ccccc21 | 13% | 8% | 1 | 1 | 0% | 1% | 1.5 | 3% | 19
C[C@H](NC(=O)COc1ccc(Cl)cc1)C(=O)N1CCC2(CC1)NCCc1[nH]cnc12 | -3% | -8% | 8 | 4 | -19% | ? | -1.1 | -2% | 14
COc1ccc(-c2noc(C3CCCN(C(=O)c4ccccc4)C3)n2)cc1 (configuration not stated) | 2% | ? | 0 | 1 | -3% | -12% | -2.5 | 3% | 12
CC(=O)Nc1cccc(Oc2nc(-c3ccccn3)nc3ccccc23)c1 | -7% | -28% | -1 | -3 | -46% | -3% | -6.3 | 3% | -17
CC(=O)c1ccc(OCC(=O)Nc2ccccc2N2CCCC2)cc1 | 1% | -13% | 3 | 3 | -18% | -1% | -4.1 | 16% | 12
O=c1[nH]cc(C(F)(F)F)cc1NS(=O)(=O)c1ccccc1[N+](=O)[O-] | -12% | 5%[0.307 µM] | 7 | -13 | 18%[0.307 µM] | ? | 1.2 | -18% | -4
CO/N=C(/CS(=O)(=O)c1ccc(C)cc1)c1ccc(OC)cc1 | 1% | ? | 2 | -9 | -26% | -8% | 1.9 | 2% | -2
CC(=O)c1ccc(NC(=O)C(C)OC(=O)C2CCN(c3ccc(C(F)(F)F)cn3)CC2)cc1 (configuration not stated) | -5% | ? | -17 | 2 | 16% | -5% | -5.3 | 10% | -21
O=C(CCCN1C(=O)/C(=C/c2cccs2)SC1=S)Nc1ccccc1O | 5%[57.1 µM] | -30% | 11 | 2 | -21% | 4% | 0.8 | 12% | -2

The list goes on; the last two above are carried over.
SMILES | WRN inhibitor | GLP1R inv ag | D3 ag | PI5P4Ka inh | GLP1R cytotox | PLK1 PBD block | IL2 activator | GLP-1R agonist | D3 antag
CC(=O)c1ccc(NC(=O)C(C)OC(=O)C2CCN(c3ccc(C(F)(F)F)cn3)CC2)cc1 (configuration not stated) | -5% | ? | -17 | 2 | 16% | -5% | -5.3 | 10% | -21
O=C(CCCN1C(=O)/C(=C/c2cccs2)SC1=S)Nc1ccccc1O | 5%[57.1 µM] | -30% | 11 | 2 | -21% | 4% | 0.8 | 12% | -2
CCOC(=O)C1CCN(C(=O)c2ccccc2NS(=O)(=O)c2ccc(C)cc2)CC1 | ? | 2% | -16 | 1 | 12% | 0% | -3.1 | 4% | -12
O=c1nc2ccccc2c(NS(=O)(=O)c2ccc(Cl)cc2)n1-c1ccccc1 | -8% | 12% | 1 | 0 | 70%[activator] | ? | 1.3 | 4% | 10
COc1ccc(NC(=S)NNC(=O)c2ccccc2OC(F)F)cc1 | -3% | -19% | -1 | · | 6% | -10% | -1.3 | -4% | -6
Cc1ccc(NS(=O)(=O)c2ccc(NC(=O)N3CCCCC3)cc2)cc1 | -4% | ? | 0 | -2 | 9% | -1% | -0.6 | 8% | 4
FC(F)(F)Oc1ccc(NC(=S)Nc2ccc(OC(F)(F)F)cc2)cc1 | -8% | ? | 9 | 1 | -21% | -4% | -0.7 | 1% | 17
CC(=O)Cc1cc(O)c2ccccc2c1OC(=O)c1ccc(Br)cc1 | -4% | -22% | 4 | 1 | 1% | -7% | -0.1 | 9% | 37
COc1cc(CNC(=O)c2cnc(C)cn2)cc(OC)c1 | -28% | 0% | -5 | 7 | 5% | -12% | -0.9 | 0% | -6
COCCn1c(=S)[nH]c2cc(C(=O)N(CCO)Cc3ccccc3)ccc2c1=O | 4% | 6% | 0 | -4 | -10% | 3% | -1.6 | 0% | -3
O=C(NCCc1ccc(F)cc1)c1cc(=O)c2ccccc2o1 | -2% | 11% | -2 | 0 | -3% | -14% | -3.5 | 1% | 10
COc1ccc(C(=O)/C=C(\C)NCc2ccc3c(c2)OCO3)cc1 | -10% | -34% | -5 | 11 | 11% | -5% | 1.3 | 6% | -2
C[C@@H]1CN([C@@H](C)CO)C(=O)CCCn2cc(nn2)CO[C@H]1CN(C)S(=O)(=O)c1cn(C)cn1 | -5% | -5% | 2 | 1 | 7% | ? | -0.1 | 4% | -27
O=C(Oc1ccc(Cl)cc1)c1ccc(COC(=O)c2cnccn2)cc1 | 4% | 0% | 1 | 2 | 1% | 3% | -1.2 | 6% | 7
O=C(NCCc1ccccc1)C1CCN(C(=O)NCc2ccccc2)CC1 | 0% | -29% | -5 | -2 | -23% | -6% | -1.5 | 1% | -5
COCCC(=O)N1CCC(Oc2ccc(C(=O)N3C[C@H]4CC[C@H]3C4)cc2)CC1 | -29% | 5% | 1 | -8 | 12% | -5% | 1.9 | 2% | 1
COc1ccccc1/C=c1\sc2nc(-c3ccco3)nn2c1=O | 40µM* | -1% | -7 | -69* | 9% | ? | -1.5 | 2% | ?
COc1ccc(C(CC(=O)c2ccccc2)CC(=O)c2ccccc2)cc1OC | -10% | ? | 7 | -3 | -1% | -17% | -0.2 | 24% | 0
O=C(NCCCc1ccccc1)C1CCN(S(=O)(=O)c2ccc(F)cc2)CC1 | -8% | ? | 8 | -1 | 4% | 5% | -0.8 | 2% | 3
Nc1c(C(=O)NCc2ccc(Cl)cc2)sc2nc3c(c(C(F)(F)F)c12)CCC3 | -9% | -9% | -13 | · | 23% | -19% | 1.1 | 8% | 0
Cc1ccc(SCCC(=O)Nc2nccs2)cc1 | -1% | -22% | 7 | 2 | -6% | -8% | 0.2 | 22% | 5
CNC(=O)c1ccsc1NC(=O)C1CCCN1S(=O)(=O)c1cccs1 (configuration not stated) | 3% | 3% | -4 | 3 | 5% | -4% | -0.4 | 14% | -12
CN(C)CCN=Cc1c(O)n(-c2ccc(S(=O)(=O)N3CCOCC3)cc2)c(=O)c2ccccc12 | -1% | -8% | -9 | 1 | 62%[activator] | -16% | -0.1 | 7% | -11
CS(=O)(=O)N(CC(=O)N1CCOCC1)Cc1ccccc1 | -1% | -12% | -10 | · | 5% | -8% | -1.8 | -3% | -23
O=C(CN1c2cccc3cccc(c23)S1(=O)=O)Nc1ccccc1Br | 3% | ? | 0 | -7 | -1% | 5% | 3.4 | 12% | 19
COc1ccccc1/C=C1\N=C(C(C)(C)C)OC1=O | -5%[11.6 µM] | 7% | -6 | 7 | 4% | -20% | 1.6 | 1% | -29
CC(=O)c1cccc(NC2c3ccccc3C(=O)N2Cc2ccc3c(c2)OCO3)c1 (configuration not stated) | 4% | 16% | 1 | -6 | 8% | -5% | -3.2 | 0% | -24
Cc1cc(C)c2c(c1)SC1=NC(c3ccccc3)(C(F)(F)F)NC(=O)N12 (configuration not stated) | -4% | 5% | -2 | · | 2% | ? | -0.5 | 13% | -15

Assay outcomes: PubChem, National Center for Advancing Translational Sciences (NCATS)
